# Source: PubChem BioAssay (Broad Institute)
# dFosB act = activators of delta FosB homodimer, primary screen, biochemical, fluorescence polarization, TAMRA-CDK5 oligo, single point; activation, % at 25 µM; purified delta FosB; percent of positive-control signal above neutral wells; 0.99% of 340,000 active;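 active means mean activation above about 17%, with every replicate also reaching it, limit read from the data, passing the limit was not always enough; inconclusive means only one of the two conditions met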;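 further: fluorescence polarization rise as delta FosB binds a TAMRA Cdk5 AP-1 oligo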
# Target sequence (P13346 whole entry, looked up): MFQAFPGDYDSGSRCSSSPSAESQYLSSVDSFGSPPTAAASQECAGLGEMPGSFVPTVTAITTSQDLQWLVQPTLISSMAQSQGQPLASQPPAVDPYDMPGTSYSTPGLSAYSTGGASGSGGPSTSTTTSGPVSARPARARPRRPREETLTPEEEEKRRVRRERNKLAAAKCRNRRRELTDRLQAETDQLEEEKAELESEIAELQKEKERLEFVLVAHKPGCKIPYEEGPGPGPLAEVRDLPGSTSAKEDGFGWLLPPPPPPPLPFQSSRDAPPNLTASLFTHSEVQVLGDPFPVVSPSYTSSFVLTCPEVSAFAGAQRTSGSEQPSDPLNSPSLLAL
# NSD2 inh = NSD2 histone methyltransferase inhibitors, primary screen, biochemical, AlphaScreen, single concentration, set 2; Histone-lysine N-methyltransferase NSD2 (Homo sapiens), O96028; NSD2 peptide methylation, 120 min; inhibition, % at 12.5 µM; 0.54% of 310,000 active; AID 743445, 2014; in the data active means inhibition above about 50%
# PvdQ acylase = P. aeruginosa PvdQ acylase inhibitors, primary screen, biochemical, fluorescence, plate reader and imaging, single point; AID 488965, 2010; inhibition, % at 10 µM; purified PvdQ acylase; 0.063% of 340,000 active; in the data active means inhibition above about 30%, passing the limit was not always enough; inconclusive means no clear call, values can overlap the other calls;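 further: 0% = vehicle neutral wells and 100% = reference inhibitor wells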
# SR-BI DiI inh = inhibitors of SR-BI mediated HDL lipid uptake, primary screen, ldlA[mSR-BI] cells, fluorescence, single point; Scavenger receptor class B member 1 (Mus musculus), Q61009; ldlA[mSR-BI] CHO cells, DiI-HDL uptake fluorescence, 3 h; AID 488896, 2010; inhibition, % at 12.5 µM; 0.96% of 320,000 active;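 active means mean replicate inhibition of at least 70% and a set share of replicates each scoring 70 or more; inconclusive means meets just one of the two criteria; inactive means fails both criteria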;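 further: 0% = median of neutral control wells and 100% = median of positive control wells; values of inactives mirror those of a sister screen read the other way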
# CAL PDZ FP-1 = untagged CAL PDZ binding inhibitors, primary screen, biochemical, fluorescence polarization, HTS | purified CAL PDZ, TMR-peptide fluorescence polarization, 1 h | inhibition, % at 24.9 µM | 0.92% of 300,000 active | AID 602252, 2012;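 active means mean inhibition of at least 30% with at least half of replicates also reaching 30%; inconclusive means no clear call, values can overlap the other calls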;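 further: 0% = DMSO neutral control and 100% = excess unlabeled competitor peptide PRC23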
# Rtt109 HAT inh = inhibitors of C. albicans Rtt109/Vps75 HAT, primary screen, biochemical, ThioGlo CoA-SH fluorescence, plate reader; purified Rtt109/Vps75, 4 h; AID 540336, 2011; 0.16% of 330,000 active; inhibition, % at 34.9 µM;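 active means inhibition of at least 50% in every replicate; inconclusive means best replicate reaches 50% inhibition but some replicates fall short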
# Target sequence (Q5AAJ8 whole entry, looked up): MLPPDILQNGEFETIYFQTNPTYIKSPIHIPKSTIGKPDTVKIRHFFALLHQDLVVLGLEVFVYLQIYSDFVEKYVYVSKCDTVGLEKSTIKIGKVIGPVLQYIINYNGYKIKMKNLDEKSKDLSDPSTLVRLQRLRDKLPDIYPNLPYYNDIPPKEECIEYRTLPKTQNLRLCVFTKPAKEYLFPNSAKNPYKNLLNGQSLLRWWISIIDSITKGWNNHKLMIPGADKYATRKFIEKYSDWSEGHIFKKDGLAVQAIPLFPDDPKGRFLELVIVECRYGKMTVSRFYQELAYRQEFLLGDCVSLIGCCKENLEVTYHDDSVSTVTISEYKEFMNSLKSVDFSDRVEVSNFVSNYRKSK
# MITF TRPM1 HTS = activators of MITF-driven TRPM1 promoter reporter, primary screen, cell-based, SK-MEL-5, luciferase, single point. SK-MEL-5 TRPM1-promoter luciferase, 24 h; % of positive control, neutral wells = 0. activation, % at 12.5 µM. 0.75% of 300,000 active;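 active means mean activation of at least 80% with every replicate also reaching 80%; inconclusive means mean reaches 80% but some replicate falls short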;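 further: 0% = neutral control wells and 100% = parthenolide positive control wells; values of inactives mirror those of a sister screen read the other way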
# CAL PDZ FP-2 = CAL PDZ peptide-binding inhibitors, primary screen, biochemical, fluorescence polarization, Cer-tagged CAL PDZ, HTS; purified CAL PDZ, TMR-peptide fluorescence polarization, 1 h; inhibition, % at 20 µM; 0.02% of 330,000 active; AID 504414, 2011;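 active means highest replicate inhibition of at least 40%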;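 further: plate controls were DMSO neutral control wells for no effect and unlabeled competitor peptide control wells for full effect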
#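 Read-out basis: mP drop reported as inhibition | Assay system: Tagged CAL PDZ protein CerCALP, purified | Benchmarks: Unlabelled peptide for full inhibition, DMSO wells as neutral | Schedule: 1 h incubation at room temperature before polarization reading | Buffer or medium: Sodium phosphate/NaCl buffer pH 7.4 with TCEP, IgG, Thesit | Doses: Single point, 20 µM | Measured by: Fluorescence polarization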
# PfHsp90 yeast 2 = growth inhibition of PfHsp90-expressing yeast, primary screen, antimalarial PfHsp90 inhibitor project, S. cerevisiae, BacTiter-Glo luminescence, single point, set 2. BacTiter-Glo ATP, 48 h; yeast lacking PDR1 and PDR3 efflux regulators. inhibition, % at 9.4 µM. 0.32% of 310,000 active;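 active means every replicate shows inhibition above about 80%, whatever the replicate mean, limit read from the data; inconclusive means mean inhibition reaches the set limit but some replicate falls short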;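 further: 0% = DMSO neutral controls and 100% = 20 µM radicicol positive controls; yeast relying on Plasmodium falciparum Hsp90 in place of its own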
# SR-BI uptake up = activators of SR-BI mediated DiI-HDL uptake, primary screen, ldlA[mSR-BI] CHO cells, DiI fluorescence | 3 h; 100 = double the neutral-control signal | activation, % at 12.5 µM | 0.096% of 320,000 active | AID 504775, 2011;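 active means mean replicate activation of at least 60% and every replicate at or above 60%; inconclusive means mean or all-replicate condition met, but not both; inactive means mean below 60% and not all replicates reaching 60%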;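 further: 0% = median plate neutral-control signal and 100% = twice that signal; values of inactives mirror those of a sister screen read the other way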
#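 Test system: SR-BI-overexpressing, LDLR-lacking CHO cells. Measured by: DiI fluorescence, bottom read. Medium: Ham's F12 with 0.5% BSA, HEPES 25 mM, pH 7.4. Timing: 3 h uptake period with compound, 37 °C.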
# * = called active by the depositor; ? = inconclusive; . = not tested or not shown.
SMILES,dFosB act,NSD2 inh,PvdQ acylase,SR-BI DiI inh,CAL PDZ FP-1,Rtt109 HAT inh,MITF TRPM1 HTS,CAL PDZ FP-2,PfHsp90 yeast 2,SR-BI uptake up
CCCC(=O)N(c1ccc(OCC)cc1)S(=O)(=O)c1ccc2c3c(cccc13)C(=O)N2C,-11,-2,-4,22,0,1,-8,-1.2,-24,-22
O=C(Nc1cccc(-n2cnnn2)c1)c1ccc(OC(F)(F)F)cc1,-6,-3,-14,0,98*,-9,4,-1.7,-6,0
Cc1cc(Br)cc(Br)c1OCC(=O)NNC(=O)Nc1ccccc1,-2,-1,-9,6,.,2,.,-0.9,-10,-6
CCc1nc(SCc2ccccn2)c2c(=O)n(C)c(=O)n(C)c2n1,-8,.,-2,8,.,1,.,-3.1,-43,-8
O=C(NNC(=O)OCc1ccccc1)OCc1ccccc1,8,-4,-6,.,-4,-3,21,-0.3,26,.
CCC(C)C(=O)Nc1nc(C)c(-c2csc(Nc3cc(OC)ccc3OC)n2)s1 (stereo unspecified),-12,.,-12,80*,-4,1,-1,0.7,6,-80
CN(C)c1oc(COc2ccc(F)cc2)nc1C#N,-5,0,-7,.,-3,-3,-1,-0.4,8,.
CCOC(=O)CC1C(=O)NCCN1C(=O)c1ccc(C)cc1 (stereo unspecified),-3,0,-4,-45,-1,8,-9,-0.4,23,45
CCOC(=O)COc1ccc(-c2nnc(-c3ccccc3)o2)cc1,-15,-1,2,-3,.,0,-14,-1.8,.,3
O=S(=O)(Nc1cccc(S(=O)(=O)N2CCCCCC2)c1)c1ccccc1,-6,-6,-18,-9,-3,0,-3,0.4,22,9
O=C(c1ccco1)N1CCN(Cc2cccc(C(F)(F)F)c2)CC1,2,1,-20,-17,-5,-5,-1,-1.2,2,17
Fc1cccc(Cl)c1/C=N/Nc1c(Cl)cncc1Cl,4,1,-4,5,-2,-2,24,-2.1,-21,-5
COc1ccccc1C(=O)N1C(CC(=O)Nc2cc(Cl)ccc2C)C(=O)NC2CCCCC21 (stereo unspecified),-13,-3,-3,1,-5,2,0,-1.3,-13,-1
CCOc1ncccc1C(=O)OCC(=O)N(CC)c1ccccc1,-1,23,-7,-3,-1,-20,3,-3.1,.,3
CC1CN(S(=O)(=O)c2cccc(C(=O)N(Cc3nnc(-c4ccccc4Cl)o3)C3CC3)c2)CC(C)O1 (stereo unspecified),-2,-2,-9,-11,18,-5,4,-1.6,.,11
COc1ccc(C(=O)N/C(=C/c2ccc(Cl)cc2)C(=O)NCc2ccncc2)cc1,-12,8,4,-17,-1,0,5,-0.3,-3,17
CN1/C(=C\C=N\NC(=O)c2cccnc2)C(C)(C)c2ccccc21,3,25,3,-12,-1,0,6,-0.8,-12,12
NC(=O)C1CCN(C(=O)/C=C/c2cc(Br)ccc2F)CC1,-3,-2,-4,-1,-2,-5,5,-1.0,20,1
Cc1ccc(O)c(NC(=S)NC(=O)CC(C)C)c1,-5,-2,20,-18,-1,-3,61,-2.0,11,18
Cc1ccc(C(=O)Nc2cccc(C(F)(F)F)c2)cc1Nc1cnccn1,-6,.,-3,24,-3,-3,-6,0.1,14,-24
O=C(COc1cccc2ccccc12)NNC(=O)Nc1ccccc1,-11,7,-1,30,4,-1,-11,-0.7,27,-30
COc1ccc(Br)cc1-c1nc(C)c(C(C)=O)n1O,-5,.,-17,3,1,-1,-4,-0.8,30,-3
CN(C)C(=O)CS(=O)(=O)c1ccc(Cl)cc1,-3,-1,-16,6,-2,-2,.,-0.6,9,-6
CC(C)(C)c1ccc(S(=O)(=O)Nc2cccc(C3OCCCO3)c2)cc1,-5,2,-9,0,-4,?,-9,-3.4,-2,0
CCOc1ccc(S(=O)(=O)N(C)CC(=O)NCc2ccccn2)cc1Cl,-8,-1,-4,.,-7,-5,-11,-3.0,4,.
CC(=O)N1N=C(c2cccnc2)OC1c1ccc(C(C)C)cc1 (stereo unspecified),-9,-2,-5,6,-1,.,2,-2.1,19,-6
Cc1onc(-c2ccccc2)c1C(=O)OCC(=O)Nc1ccc(OC(F)(F)F)cc1,0,0,-9,8,-1,-5,10,-0.5,4,-8
CCC1(C)Cc2c(C#N)c(N)sc(=S)c2CO1 (stereo unspecified),-7,7,-12,-1,-2,-3,-15,-0.6,-2,1
Cc1ccccc1-n1c(SCC(=O)c2cc(C)n(C)c2C)nnc1-c1ccncc1,-6,-4,-9,19,-2,2,.,-2.9,.,-19
COC(=O)C1=NNC2(c3ccc(Cl)cc3)C(=O)N(c3ccccc3)C(=O)C12 (stereo unspecified),-5,-1,-14,-34,0,0,-10,-0.3,15,34
O=C(CSc1nc2ccccc2c(=O)[nH]1)c1ccccc1,-3,-4,-12,-35,-1,-12,6,-1.6,-6,35
CCc1nnc(NS(=O)(=O)c2ccc(N/C=C\C(=O)c3cccc(OC)c3)cc2)s1,-7,15,-4,5,-6,21,12,-2.3,-5,-5
CCSCc1nnc(SCC(=O)Nc2cc(F)ccc2C)n1C,-2,21,2,.,3,-2,-10,-0.7,.,.
Cc1ccc(S(=O)(=O)NCCC(=O)OC(C)C(=O)NC2CC2)cc1 (stereo unspecified),-9,-1,-3,0,-3,-6,-1,-4.0,-27,0
O=C(/C=C/c1cc2ccccc2o1)c1ccccc1O,-2,-4,-2,-18,0,1,?,-1.9,-6,18
Cc1sc2nc(C3CC3)nc(SCC(=O)N3c4ccccc4CC3C)c2c1C (stereo unspecified),-9,-1,20,12,-4,.,.,-1.6,.,-12
CC(C)C(=O)N=C1SC2CS(=O)(=O)CC2N1Cc1ccccc1 (stereo unspecified),5,.,6,3,2,11,-3,-1.3,28,-3
CCOC(=O)c1c(O)c2c([nH]c1=O)CCCC2,-4,-3,-13,-15,-1,3,.,-0.4,-27,17
COc1ccc(NC2=Nc3cccc4cccc2c34)cc1OC,8,2,-7,-5,3,0,13,0.6,-11,5
Cc1occc1C(=O)N1CCCC(N2CCN(c3ccccc3F)CC2)C1 (stereo unspecified),-8,0,-9,-11,-1,0,-1,-3.6,-7,11
COC(=O)c1ccccc1NC(=O)CSc1nnc(COc2cccc(OC)c2)n1C,-5,3,-7,3,-2,-12,.,19,-16,-3
Cc1cc(=O)oc2cc(OC(C(=O)O)c3ccccc3)ccc12 (stereo unspecified),-1,0,13,-6,-5,3,8,-0.8,-7,6
O=C(COc1ccc2ccccc2c1)NCCc1ccc2c(c1)OCCO2,-3,21,14,-3,-3,0,2,-1.1,-29,3
CCOc1ncccc1C(=O)OCC(=O)NCc1ccccc1,-2,0,-4,-12,-1,7,-1,-0.1,-3,12
CCOC(=O)C1CCCN(c2oc(-c3ccc(OC)cc3)nc2C#N)C1 (stereo unspecified),-19,-7,-8,23,.,-5,13,-0.3,8,-23
CCc1ccc(C(=O)C(C)OC(=O)CN2C(=O)NC3(CCCC3)C2=O)cc1 (stereo unspecified),-10,-3,9,-14,-2,5,1,0.0,-1,14
O=C(O)CC(C(=O)Nc1ccc(Cl)cc1Cl)C1CCCO1 (stereo unspecified),1,0,-7,-15,-1,-6,3,-4.0,9,15
O=C(c1cnn(C(=O)COc2ccc(Cl)cc2)c1)c1ccccc1O,2,-2,7,-28,-3,-2,10,-1.6,-9,28
COc1ccc(S(=O)(=O)N2CCC3(CC2)OCCO3)cc1,-6,-4,-12,-14,-1,-5,-9,0.3,-24,14
CC(=O)NC(Cc1ccc(F)c(F)c1)C(=O)NC1CCN(C(=O)c2ccc(C)cc2)CC1 (stereo unspecified),3,-3,-5,-9,-2,3,-4,-1.4,-6,9

# Additional entries.
SMILES,dFosB act,NSD2 inh,PvdQ acylase,SR-BI DiI inh,CAL PDZ FP-1,Rtt109 HAT inh,MITF TRPM1 HTS,CAL PDZ FP-2,PfHsp90 yeast 2,SR-BI uptake up
COc1ccc(OC)c(S(=O)(=O)N2CCN(c3ccccc3)CC2)c1,0,3,0,8,8,7,.,-0.1,5,-8
O=C(N=Nc1c(O)[nH]c2ccc(F)cc12)c1ccc(NS(=O)(=O)c2cccs2)cc1,-9,2,-7,-9,-2,-1,0,0.2,13,9
CC1=C(C(=O)c2ccccc2)C(c2cn(-c3ccccc3)nc2-c2ccc(Cl)cc2)NC(=S)N1 (stereo unspecified),?,-2,-16,23,-1,-2,-2,-1.0,4,-23
CCN(CC(=O)NC(C)(C)C)Cc1cc(=O)n2c(-c3ccccc3)csc2n1,-15,4,-10,10,-7,3,-5,-0.9,6,-10
Cc1ccc(CNC(=O)c2ccc(C)c(S(=O)(=O)N3CCCCC3)c2)cc1,-3,0,-8,0,-7,2,2,-2.0,3,.
CCNc1oc(COc2ccccc2F)nc1C#N,2,-3,-11,23,3,-2,13,-1.7,-10,-23
COc1ccc(NC(=O)C(NC(=O)c2ccc(=O)[nH]c2)c2ccc(C)cc2)cc1 (stereo unspecified),-2,-4,2,3,-4,7,-5,0.2,-5,-3
FC(F)Oc1ccc(NC(=S)NCc2ccco2)cc1Cl,-4,0,-8,4,-5,-7,-5,-1.0,-29,-4
COc1cc(OC)c(NC(=O)CCCNC(=O)Cn2cnc3sc(C)c(C)c3c2=O)cc1Cl,4,-2,-14,81*,-5,-3,-4,-4.8,36,-81
Cc1c(NC(=O)COc2c(F)c(F)c(F)c(F)c2F)c(=O)n(-c2ccccc2)n1C,-4,-3,-6,.,.,1,5,0.2,22,.
CC1(C)C2CCC(C2)C1(C)N=C1OC(CCl)CS1 (stereo unspecified),-8,49,-6,4,-2,5,3,-2.9,-14,-4
